Screening data as filed in PubChem BioAssay.
MazF activator: MazEF (E. coli) toxin RNase activation. P0AE70. FAM/BHQ RNA-DNA oligo cleavage fluorescence, 5 h. activation, % at 20 µM. 350,000 tested, 0.32% active. AID 504720; in the data active = activation above about 50%
BH1578 lux ind: inducers of Vibrio cholerae quorum light production without autoinducers | V. cholerae BH1578 lux reporter, luminescence, 6 h | activation, % at 18.7 µM | 350,000 tested, 0.16% active | AID 588436; in the data active = activation mostly above about 9.7%, no sharp cut-off; inconclusive = no clear call, values can overlap the other calls; inactive = mostly below about 3.7%; note: not every result past the cut was called active; inactives centre near 0; reference of the scale not given here
PriA SSB inh: blocks PriA binding to SSB C-terminal tail | inhibition, % at 33 µM | AID 1272365 | 430,000 tested, 0.6% active | AlphaScreen SSBct-PriA binding, biotinylated peptide; in the data active = inhibition mostly above about 37%, no sharp cut-off; inactive = mostly below about 20%;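 note: plate controls were negative control peptide for no effect and reference peptide for full effect; strong numbers were not always called active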
Anthrax LF prot: blocks Bacillus anthracis lethal factor protease | P15917 | multiplex microsphere protease cleavage assay, LF | inhibition, % at 10 µM | 360,000 tested, 0.12% active | AID 588501; in the data active = inhibition above about 30%; inconclusive = no clear call, values can overlap the other calls; note: plate controls were buffer without enzyme for full effect and enzyme alone for no effect
Y pestis TopoI: blocks Yersinia pestis topoisomerase I activity. activity, % at 10 µM. Y. pestis Topo-I cleavage product accumulation, plate reader. 360,000 tested, 0.064% active. AID 504884; in the data active = activity above about 50%, passing the limit was not always enough; inconclusive = no clear call, values can overlap the other calls; note: inactives centre near 2
TcdB GH inh: blocks C. difficile toxin B glycohydrolase activity; TcdB glycohydrolase enzymatic assay, plate reader; inhibition, % at 9.99 µM; 350,000 tested, 0.24% active; AID 652162; in the data active = inhibition above about 10%
Rv3671c inh: Rv3671c (M. tuberculosis) protease inhibition. P9WHR9. 320,000 tested, 0.048% active. inhibition, % at 5.96 µM. AID 2606; in the data active = inhibition above about 38%;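 note: extracellular domain of Rv3671c used as enzyme; 0% = enzyme with DMSO and 100% = no enzyme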
PfHsp40 rescue: rescue of PfHsp40-mediated yeast toxicity; S. cerevisiae expressing PfHsp40, growth rescue, ATP luminescence; growth rescue, % at 12.5 µM; 340,000 tested, 0.68% active; AID 504582; in the data active = growth rescue above about 28%, passing the limit was not always enough; inconclusive = no clear call, values can overlap the other calls;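 note: yeast W303a lacking pdr1 and pdr3 grown in galactose medium; growth measured after three days at 30 °C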
SARS 3CLpro inh: SARS-CoV 3CLpro protease inhibition. 290,000 tested, 0.14% active. recombinant SARS-CoV 3CLpro, quenched FRET peptide cleavage. AID 1706. inhibition, % at 6 µM; in the data active = inhibition above about 12%
VHR inh abs: blocks human VHR1 dual specificity phosphatase. P51452. recombinant VHR phosphatase, pNPP absorbance. inhibition, % at 13.3 µM. 290,000 tested, 0.52% active. AID 1654; in the data active = inhibition above about 50%; note: some compounds called inactive have numbers as strong as hits
* = called active by the depositor; i = inactive; ? = inconclusive; nt = no result given; & = joins results of further samples.

Sample of the layout (two entries):
no.	Structure	Rv3671c inh	TcdB GH inh	VHR inh abs	PriA SSB inh	PfHsp40 rescue
1	Cc1ccc(NS(=O)(=O)c2cn(C)c(=O)n(C)c2=O)cc1C	1	0.5	-10	-4	-0.3
2	CCC(C)(C)NC(=O)c1cc([N+](=O)[O-])ccc1N1CCCCC1	5	0.7	1	0	-0.6

no.	Anthrax LF prot	SARS 3CLpro inh	BH1578 lux ind	Y pestis TopoI	MazF activator
1	4	-12	-0.4	3	7
2	-4	-1	-0.6	4	1

Results, previewed entries included:
no.	Structure	Rv3671c inh	TcdB GH inh	VHR inh abs	PriA SSB inh	PfHsp40 rescue
1	Cc1ccc(NS(=O)(=O)c2cn(C)c(=O)n(C)c2=O)cc1C	1	0.5	-10	-4	-0.3
2	CCC(C)(C)NC(=O)c1cc([N+](=O)[O-])ccc1N1CCCCC1	5	0.7	1	0	-0.6
3	CCCCn1nc(C(=O)NCC(=O)Nc2c(C)cccc2C)c2ccccc2c1=O	-15	1.2	nt	-6	-0.1
4	COCC(=O)Nc1ccccc1Br	-2	-0.1	-8	-12	-0.5
5	CC(C)NC(=O)c1cc(C2CCCCN2C(=O)c2cc(C(C)(C)C)nn2C)on1 (stereo unspecified)	nt	-0.2	nt	nt	nt
6	CCc1ccc(NC(=O)C2CCCN2S(=O)(=O)c2ccc3c(c2)C(C)(C)C(=O)N3C)cc1 (stereo unspecified)	-4	-0.4	33	-10	0.0
7	Cn1nnc(NC(=O)c2ccc3ccccc3c2)n1	-5	nt	9	3	0.8
8	O=C(NCC(c1ccco1)N1CCCC1)c1cccc(S(=O)(=O)Nc2ccc(Br)cc2)c1 (stereo unspecified)	-7	0.8	19	0	-0.7

no.	Anthrax LF prot	SARS 3CLpro inh	BH1578 lux ind	Y pestis TopoI	MazF activator
1	4	-12	-0.4	3	7
2	-4	-1	-0.6	4	1
3	4	nt	i	-1	3
4	-3	1	-0.4	-1	3
5	-8	nt	i	5	nt
6	4	5	-0.4	4	11
7	2	-4	0.1	-4	2
8	-2	0	i	4	-2

Remaining list, next part.
no.	Structure	Rv3671c inh	TcdB GH inh	VHR inh abs	PriA SSB inh	PfHsp40 rescue
9	Cc1cn([C@H]2C[C@H](O)[C@@H](CNCc3cccn3-c3nccs3)O2)c(=O)[nH]c1=O	nt	0.3	nt	nt	nt
10	COc1ccc(-c2nc3ccccn3c2NC2CCCCC2)cc1SC1CCCCC1	1	0.1	nt	29	?
11	CCN1C(=O)[C@H]2[C@@H](c3ccc(OC)cc3)N[C@]3(CCCN(Cc4ccc(OC)cc4)C3=O)[C@H]2C1=O	nt	2.2	nt	nt	nt
12	CC(C)(C)NC(=O)C1CCN(C(=O)c2ccc(-c3ccccc3)cc2)CC1	8	nt	-9	-21	-0.1
13	O=C(NCCCc1ccncc1)C1CCC(=O)N(Cc2ccc(Cl)cc2)C1 (stereo unspecified)	4	1.4	14	-20	1.2
14	O=C(c1cccs1)N1CCN=C1SCc1cccc(F)c1	1	0.9	12	-7	0.9
15	COc1cccc(C2CC(C(F)(F)F)n3ncc(C(=O)NC(C)(C)C)c3N2)c1 (stereo unspecified)	-6	nt	20	-20	0.4
16	CCOc1ccccc1NC(=O)CN1C(=O)COc2ccc(Cl)cc21	4	-0.1	46	-2	-0.8

no.	Anthrax LF prot	SARS 3CLpro inh	BH1578 lux ind	Y pestis TopoI	MazF activator
9	1	nt	-0.5	-7	9
10	-3	nt	i	36	3
11	-11	nt	i	-2	7
12	0	0	-1.4	9	-2
13	1	8	i	5	-2
14	7	1	-0.4	-11	-5
15	-1	2	-0.4	-11	2
16	-5	-3	i	-1	0

(list continues)
no.	Structure	Rv3671c inh	TcdB GH inh	VHR inh abs	PriA SSB inh	PfHsp40 rescue
17	O=C(NN1C(=O)c2ccccc2NC1c1ccccn1)c1ccccc1 (stereo unspecified)	-2	nt	-28	2	-0.6
18	CC(Sc1nnc(C(F)(F)F)n1C)C(=O)NC(N)=O (stereo unspecified)	2	nt	26	-12	-2.2
19	Cc1ccsc1CN(C)C(=O)CN1C(=O)NC2(CCCc3ccccc32)C1=O (stereo unspecified)	-3	-4.3	nt	-11	0.5
20	CS(=O)(=O)Nc1ccc(C(=O)NCCc2ccccc2)cc1	6	nt	-5	-3	-0.3
21	O=C(/C=C/c1cccs1)NC(=S)Nc1ccc(C(=O)O)cc1	-9	0.8	20	-16	1.4
22	COc1ccc(S(=O)(=O)NNc2nc(C)cc(C)n2)cc1Br	2	0.6	nt	-6	0.9
23	C[C@@H]1CN([C@@H](C)CO)C(=O)CCCn2cc(nn2)CO[C@H]1CN(C)S(=O)(=O)c1cccc(C#N)c1	nt	-1.1&1.2	nt	nt	nt
24	COc1ccccc1OCC(=O)NNC(=O)c1ccoc1C	-4	-0.9	-2	5	-0.3

no.	Anthrax LF prot	SARS 3CLpro inh	BH1578 lux ind	Y pestis TopoI	MazF activator
17	-3	1	-0.4	2	3
18	-6	-3	-7.1	-5	0
19	0	nt	-3.1	5	7
20	nt	-6	-4.0	-2	-2
21	-1	1	i	-6	0
22	-4	nt	-1.9	15	7
23	-1	nt	i	-1	8
24	-4	-3	-0.7	7	1

(continued)
no.	Structure	Rv3671c inh	TcdB GH inh	VHR inh abs	PriA SSB inh	PfHsp40 rescue
25	COc1ccccc1/C=C(/CC(=O)NCc1ccc(F)cc1)c1nc2ccccc2s1	-31	-1.2	2	-22	0.8
26	C/C(=N\NC(=O)Cc1ccccc1)c1ccc(Cl)s1	-1	0.3	2	nt	-0.4
27	O=S(=O)(Nc1ccc2ccccc2n1)c1ccccc1Cl	-2	0.8	62	-13	-0.9
28	O=C(NCCS(=O)(=O)c1ccc(Br)cc1)c1ccc(Cl)cc1Cl	-6	0.0	19	1	0.5
29	CCN(CC)c1ccc(CN2CCCCCC2)cc1	-2	nt	15	5	0.1
30	Cc1ccc(S(=O)(=O)N(C(=O)c2ccncc2)c2ccc(OC(=O)c3ccncc3)c3ccccc23)cc1	-10	0.0	13	2&8	1.5
31	O=C(Nc1ccc2c(c1)OCO2)c1cnn2cccnc12	8	0.3	0	12	-0.5
32	CCOC(=O)c1c(-n2cnnn2)sc2c1CCCC2	1	-1.1	5	-16	-1.7

no.	Anthrax LF prot	SARS 3CLpro inh	BH1578 lux ind	Y pestis TopoI	MazF activator
25	-2	1	-0.2	35	-1
26	-7	6	-3.1	8	2
27	4	-2	i	0	-1
28	0	-2	-0.7	8	-9
29	-3	7	-5.3	-1	10
30	-2	6	i	5	3
31	-3	0	-0.8	0	7
32	-19	1	i	6	8

7 compounds from above, reduced to Anthrax LF prot and PriA SSB inh:
| entry | canonical_smiles | Anthrax LF prot | PriA SSB inh |
| --- | --- | --- | --- |
| 26 | C/C(=N\NC(=O)Cc1ccccc1)c1ccc(Cl)s1 | -7 | nt |
| 27 | O=S(=O)(Nc1ccc2ccccc2n1)c1ccccc1Cl | 4 | -13 |
| 28 | O=C(NCCS(=O)(=O)c1ccc(Br)cc1)c1ccc(Cl)cc1Cl | 0 | 1 |
| 29 | CCN(CC)c1ccc(CN2CCCCCC2)cc1 | -3 | 5 |
| 30 | Cc1ccc(S(=O)(=O)N(C(=O)c2ccncc2)c2ccc(OC(=O)c3ccncc3)c3ccccc23)cc1 | -2 | 2&8 |
| 31 | O=C(Nc1ccc2c(c1)OCO2)c1cnn2cccnc12 | -3 | 12 |
| 32 | CCOC(=O)c1c(-n2cnnn2)sc2c1CCCC2 | -19 | -16 |

The list continues:
no.	Structure	Rv3671c inh	TcdB GH inh	VHR inh abs	PriA SSB inh	PfHsp40 rescue
33	Cc1ccc(OCC(=O)N/N=C2/SCC(=O)N2Cc2ccco2)cc1	-2	3.2	22	nt	0.4
34	COC(=O)C12CCc3cc(OC)ccc3C1=CC(=O)C2 (stereo unspecified)	nt	2.8	nt	nt	nt
35	CC(NC(=O)C(=O)NN=C1CCCC1)c1ccccc1 (stereo unspecified)	1	3.2	-5	-22	-1.3
36	Cc1ccc(C(=O)NN2C(=O)CSC2=S)cc1	3	nt	-14	-4	0.4
37	Nc1cc2sc(-c3ccc(C(=O)O)cc3)nc2cc1Cl	-10	1.2	17	-16	-2.0
38	Cc1ccc2cc(NC(=O)c3ccc(C(C)(C)C)cc3)ccc2n1	-38	1.3	-7	0	6.3
39	COc1cccc(/C=C2\SC(N3CCC(C)CC3)=NC2=O)c1OC	-1	1.6	-15	-7	0.6
40	O=C(C1CCC(CNS(=O)(=O)c2cccs2)CC1)N1CCCCC1 (stereo unspecified)	5	nt	10	-2	-0.7

no.	Anthrax LF prot	SARS 3CLpro inh	BH1578 lux ind	Y pestis TopoI	MazF activator
33	-1	2	i	6	5
34	-3	nt	-5.0	4	-13
35	-8	-5	-0.2	3	-1
36	-1	2	-0.2	3	-7
37	-3	1	i	7	-5
38	12	2	-0.3	26	3
39	-15	-3	i	4	2
40	-1	4	-0.4	-6	-2

Carrying on.
no.	Structure	Rv3671c inh	TcdB GH inh	VHR inh abs	PriA SSB inh	PfHsp40 rescue
41	Cc1cnc(C(=O)OCC(=O)NC(=O)c2ccccc2)cn1	10	0.2	nt	2	-0.1
42	CN1C(=O)C(=Cc2sc(=O)n(-c3ccccc3)c2N(C)C)C(=O)N(C)C1=O	-34	-0.2	29	-8	1.8
43	CC(NC(=O)CCN1C(=O)c2ccccc2C1=O)c1ccc2c(c1)CCCC2 (stereo unspecified)	-1	0.5	-6	-8	-1.0
44	CC(CCc1ccccc1)NC(=O)CCNC(=O)Cn1ccc2ccccc2c1=O (stereo unspecified)	-2	1.2	-2	0	-0.8
45	COc1ccc(C2c3[nH]c4ccccc4c3C[C@H]3C(=O)N(CCCO)CC(=O)N23)cc1OC (stereo partly specified)	-9	2.3	nt	7	1.8
46	CCNC(=O)C(CCSC)NS(=O)(=O)c1ccc(C)cc1 (stereo unspecified)	2	1.1	1	-7	0.1
47	O=C(CSc1nnc(-c2cccc(F)c2)o1)NC1CCCC1	nt	3.0	44	-7	1.7
48	COc1ccc(-c2nc3ccccc3c(=O)n2CCOc2ccc(C)cc2C)cc1	-8	nt	24	5	-1.6

no.	Anthrax LF prot	SARS 3CLpro inh	BH1578 lux ind	Y pestis TopoI	MazF activator
41	8	nt	i	2	7
42	-5	2	-0.7	-7	-111
43	-1	-7	i	-1	4
44	-1	2	-0.1	-9	1
45	2	-3	-0.5	-5	-14
46	-2	0	-0.6	9	-4
47	-4	9	-0.3	-6	-12
48	-1	1	-0.3	-1	1

(continued)
no.	Structure	Rv3671c inh	TcdB GH inh	VHR inh abs	PriA SSB inh	PfHsp40 rescue
49	COc1ccccc1NC(=O)c1nnn(CC(=O)Nc2cc(C)cc(C)c2)c1N	-10	-4.7	8	-16	-1.6
50	Cc1ccc(NC(=O)CCC(=O)NNC(=O)Nc2cccc(Cl)c2)c(C)c1	-3	1.0	18	2	-1.2
51	Cc1cc(/C=C2\C(=O)NC(=O)N(c3ccc(F)cc3)C2=O)c(C)n1-c1cccc(C(=O)O)c1	4	0.2	16	-9	-1.0
52	CS(=O)(=O)c1cccc(-c2nnc(NC(=O)c3ccc(S(=O)(=O)N4CCCC4)cc3)o2)c1	2	0.5	nt	28	-2.3

no.	Anthrax LF prot	SARS 3CLpro inh	BH1578 lux ind	Y pestis TopoI	MazF activator
49	nt	1	i	38	18
50	4	3	nt	1	3
51	1	4	-0.4	3	-32
52	0	nt	i	0	-6

Only part of the results is shown, so the mix of outcomes need not match the whole.
